hIAP inh – blocks human intestinal alkaline phosphatase | P09923 | purified IAP, CDP-Star luminescence, 30 min | inhibition, % at 10 µM | 330,000 tested, 0.12% active;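 active means inhibition reaching a set limit with compound at 10 µM in the primary screen, cut at about 35% in these data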;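 further: plate controls were DMSO wells with enzyme for no effect and no-enzyme buffer wells for full effect; values of inactives mirror those of a sister screen read the other way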
hIAP act – human IAP activation. P09923. purified human IAP, CDP-Star luminescence, 30 min; hits give high values; 1 = vehicle-only enzyme, 0 = enzyme-free background. activation factor at 10 µM. 330,000 tested, 0.16% active;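 active means activation factor of the enzyme at least 2-fold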; further: the source names both 10 and 20 µM as test concentration; values of inactives mirror those of a sister screen read the other way
ATG4B inh – blocks human ATG4B protease cleavage of LC3 substrate. ATG4B cleavage of LC3-PLA2, NBD-HPC fluorescence, 1 h. inhibition, % at 8.33 µM. 340,000 tested, 0.51% active. Q9Y4P1; in the data active means inhibition above about 40%
Target sequence (Q9Y4P1 whole entry, looked up): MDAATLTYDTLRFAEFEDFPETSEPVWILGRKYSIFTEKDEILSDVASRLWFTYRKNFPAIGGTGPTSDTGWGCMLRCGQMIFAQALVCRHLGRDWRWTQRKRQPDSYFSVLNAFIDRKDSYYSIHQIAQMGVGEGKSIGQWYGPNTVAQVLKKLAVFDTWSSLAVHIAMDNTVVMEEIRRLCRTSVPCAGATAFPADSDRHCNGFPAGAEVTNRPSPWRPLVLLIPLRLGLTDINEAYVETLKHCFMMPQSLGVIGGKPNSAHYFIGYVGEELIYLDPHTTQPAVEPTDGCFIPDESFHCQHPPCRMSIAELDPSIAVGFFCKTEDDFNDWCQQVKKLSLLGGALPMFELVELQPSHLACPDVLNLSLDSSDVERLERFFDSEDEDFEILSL
mIAP block – blocks mouse intestinal alkaline phosphatase; inhibition, % at 10 µM; purified mouse IAP, CDP-Star luminescence, 30 min; AID 2806; 330,000 tested, 0.2% active;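 active means inhibition of at least 40% at 10 µM in the primary screen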;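 further: plate controls were DMSO with enzyme for no effect and no enzyme wells for full effect; values of inactives mirror those of a sister screen read the other way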
APOBEC3A inh – blocks human APOBEC3A ssDNA deamination; P31941; recombinant A3A, FAM/TAMRA ssDNA deamination fluorescence; inhibition, % at 20 µM; 330,000 tested, 0.41% active;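 active means at least 40% inhibition at 20 µM here, with at most 30% in a related deaminase screen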;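 further: plate controls were A3A with DMSO for no effect and wells lacking A3A enzyme for full effect; some results filed as inactive read as strong as hits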
Target sequence (P31941 whole entry, looked up): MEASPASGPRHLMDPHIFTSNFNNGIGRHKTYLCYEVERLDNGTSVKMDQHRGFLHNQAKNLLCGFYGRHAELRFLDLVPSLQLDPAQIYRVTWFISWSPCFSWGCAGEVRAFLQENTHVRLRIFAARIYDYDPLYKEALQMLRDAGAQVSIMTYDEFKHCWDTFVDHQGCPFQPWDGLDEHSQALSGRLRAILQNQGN
A3G deaminase – APOBEC3G (human) deaminase inhibition; AID 493012; 330,000 tested, 0.28% active; Q9HC16; recombinant A3G, ssDNA deamination FAM/TAMRA fluorescence; inhibition, % at 20 µM;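 active means inhibition of at least 40% at 20 µM, with no more than 30% in the related APOBEC3A deaminase screen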;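 further: plate controls were DMSO wells with A3G for no effect and wells lacking A3G enzyme for full effect; some compounds called inactive have numbers as strong as hits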
Target sequence (Q9HC16 whole entry, looked up): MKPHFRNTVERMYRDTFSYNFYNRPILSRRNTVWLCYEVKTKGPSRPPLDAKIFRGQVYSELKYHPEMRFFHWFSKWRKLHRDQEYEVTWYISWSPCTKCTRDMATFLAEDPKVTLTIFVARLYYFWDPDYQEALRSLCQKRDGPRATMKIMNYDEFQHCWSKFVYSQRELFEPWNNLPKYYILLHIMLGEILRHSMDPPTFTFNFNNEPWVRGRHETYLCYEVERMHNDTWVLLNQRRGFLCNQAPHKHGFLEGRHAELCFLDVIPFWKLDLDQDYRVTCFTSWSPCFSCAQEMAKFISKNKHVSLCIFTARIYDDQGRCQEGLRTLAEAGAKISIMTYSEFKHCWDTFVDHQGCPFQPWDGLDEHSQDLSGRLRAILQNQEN
MIN6 prolif – MIN6 beta-cell proliferation induction; MIN6 cells proliferation, ATPlite luminescence, 48 h; cells starved in 0.2% serum; 100% = growth in 10% serum; proliferation, % at 10 µM; 330,000 tested, 0.29% active; AID 2380;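 active means compounds whose signal lies at least 3.5 SD above the mean of all wells on their plate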;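 further: 0% = DMSO-treated cells in low-serum medium and 100% = 10% serum control; some compounds called inactive have numbers as strong as hits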
MPTP block – permeability transition pore inhibition | isolated mouse mitochondria, Ca2+ swelling absorbance, 30 min | AID 602449 | inhibition, % at 10 µM | 360,000 tested, 1.4% active;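 active means inhibition of 50% or more, scaled per plate between neutral and stimulator controls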;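 further: 0% = DMSO wells given calcium and 100% = 1 mM EGTA wells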
mIAP act – mouse IAP activation; muIAP, CDP-Star luminescence, 30 min; hits give high values; 1 = vehicle-only enzyme signal, 0 = enzyme-free wells; activation factor at 10 µM; 330,000 tested, 0.24% active; AID 2805;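 active means activation factor of at least 2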; further: the source names both 10 and 20 µM as test concentration; values of inactives mirror those of a sister screen read the other way
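Assay system: mouse IAP enzyme / Compound: DMSO-dissolved test compounds / Timing: 30 min, room temperature / Measured by: luminescence from enzymatic CDP-Star hydrolysis / Control set: DMSO-only wells, enzyme-free buffer wells as negative control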
Active calls of the source: *.

1: COC(=O)c1scc2c(=O)cc(C(F)(F)F)[nH]c12
2: Clc1nc(CN2CCCCC2)nc2sc3c(c12)CCCC3
3: Cc1cccc(C(=O)NCCNC(=O)c2cnccn2)c1
4: NS(=O)(=O)c1cccc(NC(=O)CCCNC(=O)c2ccc(Cl)cc2)c1
5: CCOC(=O)c1nc2sc3c(c2c(=O)n1C(C)C(=O)OCC)CCCC3 (stereo not given)
6: Cc1cc(C)c(S(=O)(=O)Cc2ccc(Cl)cc2)c(=O)[nH]1
7: CCOC(=O)C1C(=O)CC(C)(O)C(C(=O)OCC)C1c1ccc2c(c1)OCO2 (stereo not given)
8: O=C(NNC(=O)c1ccccc1Cl)c1ccc(-n2cncn2)c([N+](=O)[O-])c1

entry no.	1	2	3	4	5	6	7	8
hIAP inh	2	5	-10	-3	-1	7	-2	-2
hIAP act	0.97	0.95	1.1	1	1	0.93	1	1
ATG4B inh	4	-6	7	5	15	-6	-8	-38
mIAP block	3	-2	-3	6	-6	1	-4	-3
APOBEC3A inh	-1	-2	-5	-4	-4	-1	1	-7
A3G deaminase	-7	-8	13	-11	-7	-5	-1	-8
MIN6 prolif	1	-5	3	-2	0	-1	2	9
MPTP block	0.0	-1.4	0.6	0.7	-0.2	-0.3	-0.5	2.2
mIAP act	0.97	1	1	0.94	1.1	0.99	1	1

9: CCc1ccc(NC(=O)c2cc(-c3ccc(OC)cc3)on2)cc1
10: Cc1ccc(C)c(N2CCN(Cc3nnnn3C3CCCCC3)CC2)c1
11: COc1cc2ccccc2cc1C(=O)N1CCN(c2ccccn2)CC1
12: NS(=O)(=O)c1ccc(N/N=C2/CCCCC2C2CCCCC2)c([N+](=O)[O-])c1 (stereo not given)
13: O=C(NCCSCc1ccccc1)c1ccc(Cl)c(S(=O)(=O)N2CCOCC2)c1
14: CC1CCN(S(=O)(=O)c2ccc3c(c2)N(CC(=O)NCCCN2C(C)CCCC2C)C(=O)CO3)CC1 (stereo not given)
15: C[C@@H]1C=C[C@](Cc2ccccc2)(C(=O)O)N1C(=O)c1ccccc1
16: O=C(COC(=O)c1n[nH]c2ccccc12)Nc1ccc(S(=O)(=O)N2CCCC2)cc1

entry no.	9	10	11	12	13	14	15	16
hIAP inh	13	-2	4	2	-12	-16	18	13
hIAP act	0.87	1	0.96	0.98	1.1	1.2	0.82	0.87
ATG4B inh	-1	2	-8	12	-11	-3	5	-13
mIAP block	5	3	7	17	25	3	-2	6
APOBEC3A inh	0	-1	-2	0	5	-4	-4	-5
A3G deaminase	-5	-7	-12	-1	2	-6	-9	-7
MIN6 prolif	4	-4	3	-3	-3	0	6	-1
MPTP block	0.2	-0.5	-1.5	18	4.8	-1.6	-1.7	-0.1
mIAP act	0.95	0.97	0.93	0.83	0.75	0.97	1	0.94

17: COC(=O)c1cccnc1-n1c(=O)c2cccnc2n(Cc2ccc([N+](=O)[O-])cc2)c1=O
18: COc1ccc(C(=O)OCc2c(-c3cccc(OC)c3)ncc3ccccc23)cc1
19: COc1cc(CNc2ccc3[nH]c(=O)[nH]c3c2)cc(Br)c1OCc1ccccc1F
20: Cc1cc(C(=O)Nc2ccc([N+](=O)[O-])cn2)cs1
21: OC(CN1CCCCC1)Cn1c(C(F)(F)F)nc2ccccc21 (stereo not given)
22: COc1ccc(N2C(=O)CC(N3CCN(S(=O)(=O)c4c(C)cc(C)cc4C)CC3)C2=O)cc1 (stereo not given)
23: Cc1ccc(N(CC(=O)NCc2ccccc2)C(=O)CCC(=O)Nc2ccccn2)cc1C
24: O=c1nc(N/N=C/c2ccco2)cn[nH]1

entry no.	17	18	19	20	21	22	23	24
hIAP inh	6	7	-6	-16	-10	-10	-13	-12
hIAP act	0.94	0.93	1.1	1.2	1.1	1.1	1.1	1.1
ATG4B inh	-6	-5	2	1	-8	-17	2	-4
mIAP block	3	9	4	-5	0	-8	-1	-3
APOBEC3A inh	4	0	0	-2	1	0	-2	3
A3G deaminase	-2	-10	-6	-9	7	-6	-4	1
MIN6 prolif	-1	-7	-2	-2	-1	-1	0	-1
MPTP block	1.7	0.8	-1.7	1.7	-4.6	0.0	-3.1	1.6
mIAP act	0.97	0.91	0.96	1.1	1	1.1	1	1

25: Cc1nc(/C(N)=N/OC(=O)c2ccc(Cl)cc2)c(C(F)(F)F)o1
26: Cc1nnc(NC(=O)c2nc(S(=O)(=O)Cc3ccccc3C)ncc2Cl)s1
27: CCn1c(-c2nn(C)cc2Cl)n[nH]c1=S
28: CCCCN(Cc1ccccc1)C(=O)CCN1C(=O)C2C3C=CC(C3)C2C1=O (stereo not given)
29: COC(=O)Cn1c(CCS(=O)(=O)c2ccc(C)c(C)c2)nc2ccccc21
30: CCOc1ccc(CNC(=O)c2ccc3nc(N4CCOCC4)sc3c2)cc1
31: COC(=O)Cn1c(CN2CCN(C(=O)c3ccco3)CC2)nc2c1c(=O)n(C)c(=O)n2C
32: O=C(CSc1nnc(-c2ccco2)o1)c1ccc([N+](=O)[O-])cc1

entry no.	25	26	27	28	29	30	31	32
hIAP inh	-14	-18	-15	-1	-39	0	-33	-2
hIAP act	1.1	1.2	1.2	1	1.4	1	1.3	1
ATG4B inh	7	0	5	-4	3	-6	-8	-10
mIAP block	-9	10	5	-5	-12	-1	-6	26
APOBEC3A inh	1	1	-2	2	-2	-2	-9	-5
A3G deaminase	-2	4	10	-14	0	-2	-7	-6
MIN6 prolif	-2	-8	-1	-1	0	0	0	-3
MPTP block	1.5	-0.2	-0.9	-1.3	0.4	-1.9	0.6	3.0
mIAP act	1.1	0.9	0.95	1	1.1	1	1.1	0.74

33: O=C(O)CCCn1cc(NC(=O)COc2cc(F)ccc2[N+](=O)[O-])cn1
34: CC(C(=O)NC1C=CS(=O)(=O)C1)N1C(=O)/C(=C/c2cccc(Cl)c2)SC1=S (stereo not given)
35: CC(=O)Nc1ccc(S(=O)(=O)NNC(=O)c2sc(=S)n(C)c2C)cc1
36: CN(C)c1nnnn1Cc1ccc(Cl)cc1Cl
37: COc1ccc(NC(=S)NCc2cccn2C)cc1
38: COC(=O)[C@]1(C)N[C@H](c2ccc(SC3CCCCC3)cc2)[C@@H]2C(=O)N(C)C(=O)[C@@H]21
39: Cn1c(O)c(/C=C2\C=NN=C2c2ccccc2)sc1=S
40: Cc1cc(C)nc(SCC(=O)Nc2ccc(S(=O)(=O)Nc3onc(C)c3C)cc2)n1

entry no.	33	34	35	36	37	38	39	40
hIAP inh	-7	6	-4	16	-4	3	-15	9
hIAP act	1.1	0.94	1	0.84	1	0.97	1.1	0.91
ATG4B inh	1	-6	-4	-1	-9	-7	2	-6
mIAP block	4	6	10	2	1	4	15	0
APOBEC3A inh	0	1	-2	-2	7	-4	-4	-2
A3G deaminase	-3	1	-6	-5	0	-3	-12	-4
MIN6 prolif	-3	-4	4	-1	-3	0	0	-2
MPTP block	-0.8	-1.5	-9.5	-0.7	2.1	0.4	8.4	-1.1
mIAP act	0.96	0.94	0.9	0.98	0.99	0.96	0.85	1

41: O=C(C1COc2ccccc2O1)N1CCN(c2ccc(F)cc2)CC1 (stereo not given)
42: C=CCC1(CC=C)CCCN1C(=O)C1CCC(=O)N(CCc2ccc(Cl)cc2)C1 (stereo not given)
43: CCOC(=O)NC(=O)CSc1nc2ccccc2[nH]1
44: Cc1cccc(-c2nnc(SCC#N)n2C)c1
45: S=C1N(c2ccccc2)C(c2cccc3ccccc23)N2CCCN12 (stereo not given)
46: Cc1cccc(C)c1NC(=O)COC(=O)C1Cc2ccccc2CN1C(=O)c1ccccc1 (stereo not given)
47: Cc1cccn2c(=O)c3cc(C(=O)NCc4cccnc4)c(=N)n(C(C)C)c3nc12
48: COC(=O)c1ccc(COC(=O)c2ccc(CO)cc2)o1

entry no.	41	42	43	44	45	46	47	48
hIAP inh	-1	3	9	-4	-7	11	16	-52
hIAP act	1	0.97	0.91	1	1.1	0.89	0.84	1.5
ATG4B inh	-6	16	-2	-1	-5	24	-1	-12
mIAP block	1	0	11	0	1	4	11	-2
APOBEC3A inh	0	-3	2	-2	3	10	0	2
A3G deaminase	-2	-5	-3	-3	0	-9	-4	-6
MIN6 prolif	-1	-6	-1	-1	0	0	-3	0
MPTP block	0.2	-0.4	-1.8	-1.4	1.7	2.2	0.6	-1.0
mIAP act	0.99	1	0.89	1	0.99	0.96	0.89	1

49: COCCCNC(=S)Nc1ccc(OC(F)F)cc1C
50: COCCNC(=S)N/N=C/c1ccc([N+](=O)[O-])cc1
51: COc1cccc(/C=N/NC(=O)c2[nH]c(C)c(C(=O)N/N=C/c3cccc(OC)c3)c2C)c1
52: O=C(c1ccc(N2CCN(C(=O)c3cccc(F)c3)CC2)cc1)c1cccc(F)c1
53: CCCCc1cc(=O)oc2cc(O)ccc12
54: CC(=O)Nc1ccc(-c2sc(Nc3ccccc3)n[n+]2C)cc1
55: CC(=O)Nc1ccc(S(=O)(=O)Nc2ccc3[nH]c(=O)[nH]c3c2)cc1
56: COc1ccc([N+](=O)[O-])cc1NC(=S)NC(NC(=O)Cc1ccc(OC)c(OC)c1)C(Cl)(Cl)Cl (stereo not given)

entry no.	49	50	51	52	53	54	55	56
hIAP inh	-15	0	-14	-17	-7	-3	-7	-2
hIAP act	1.1	1	1.1	1.2	1.1	1	1.1	1
ATG4B inh	-1	-1	-16	0	-5	-5	3	1
mIAP block	-16	-1	10	12	6	-9	-2	28
APOBEC3A inh	-6	-2	-1	0	0	-2	1	-1
A3G deaminase	-7	-2	-1	-3	-3	0	1	-1
MIN6 prolif	-2	-2	0	-1	3	-6	-1	-4
MPTP block	0.1	2.8	-0.9	-0.3	2.7	0.0	2.5	66*
mIAP act	1.2	1	0.9	0.88	0.94	1.1	1	0.72

57: COC(=O)c1c(NC(=O)CC2SC(N)=NC2=O)sc2c1CCCC2 (stereo not given)
58: O=[N+]([O-])c1cc(Br)c(Nc2ccccc2)c([N+](=O)[O-])c1
59: C=CCn1c(SCC(=O)c2c(N)n(CCC)c(=O)n(C)c2=O)nc2sc(CC)cc2c1=O
60: Cc1ccccc1-c1nnn(CC(=O)Nc2cccc(S(N)(=O)=O)c2)n1
61: C[C@@H](NC(=O)[C@@H]1Cc2ccccc2CN1)C(=O)NCC1CCCO1 (stereo not given in full)
62: CC(C)(C)C(=O)Nc1ccccc1C(=O)OCC(=O)c1ccc2c(c1)OCCO2

entry no.	57	58	59	60	61	62
hIAP inh	-18	30	-1	-4	-7	2
hIAP act	1.2	0.7	1	1	1.1	0.98
ATG4B inh	-25	4	10	-10	6	1
mIAP block	16	2	-12	-2	3	5
APOBEC3A inh	3	3	5	2	-3	-3
A3G deaminase	3	-5	7	-9	-4	-4
MIN6 prolif	-3	-6	-3	-1	0	-2
MPTP block	-0.2	-0.2	7.1	-0.8	-1.2	-2.1
mIAP act	0.84	0.98	1.1	1	0.97	0.95

2 entries drawn at random from the list so far:
59: C=CCn1c(SCC(=O)c2c(N)n(CCC)c(=O)n(C)c2=O)nc2sc(CC)cc2c1=O
60: Cc1ccccc1-c1nnn(CC(=O)Nc2cccc(S(N)(=O)=O)c2)n1

entry no.	59	60
hIAP inh	-1	-4
hIAP act	1	1
ATG4B inh	10	-10
mIAP block	-12	-2
APOBEC3A inh	5	2
A3G deaminase	7	-9
MIN6 prolif	-3	-1
MPTP block	7.1	-0.8
mIAP act	1.1	1

Screens from PubChem BioAssay.
